ERG Ets-DNA blk: qHTS for Small Molecule Inhibitors of the ERG Ets/DNA interaction | Potency, µM (top dose mostly 76.9 µM), inactives show at the top dose FP activity, negative = inhibition, hits mostly inhibitors | hit rate 0.028% among 370,000 | AID 624246, 2012 | Transcriptional regulator ERG (Homo sapiens), P11308 | fluorescence polarization, His-ERG Ets domain / labelled DNA; active = well fitted inhibition curve with a large enough effect in the polarisation, with a control signal flat; inconclusive = small, poorly fitted or top-dose-only effect, or effect the other way, or a change in a side signal; inactive = no such curve, though single readings can be large or run the other way; the % refers to the polarisation;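 note: polarization taken with two DNA probes labelled with fluorescein and Texas red; potency is the fitted concentration of half-maximal effect; % of control where 0% means no effect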
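His-tagged ERG Ets domain (1 uM in the protein solution; 300mM KCl, 50mM Tris-HCl, 1mM EDTA, 1mM DTT, pH 7.5) received compound, then a probe mix of 5 nM fluorescein-DNA and 100nM Texas-615-DNA. Fluorescence polarization was read for both dyes.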
Pol beta inh: qHTS Assay for Inhibitors of DNA Polymerase Beta | P06746 | Pol beta primer extension/strand displacement, fluorescence kinetic | Potency, µM (doses to about 114 µM), without a hit: at the highest dose activity change, negative = inhibition, actives largely listed as inhibitors | hit rate 1.3% among 340,000 | AID 485314, 2010; note: potency is the fitted concentration of half-maximal effect; % is set by controls: 0 for no effect and ±100 for the full control effect
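Human Pol beta at 10 nM; strand-displacement substrate 50 nM final. Compound exposure 15 min at room temperature before start, reaction 10 min at room temperature.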
Apoferritin bind: qHTS Assay for Identification of Novel General Anesthetics. Ferritin light chain (Equus caballus), P02791. apoferritin/1-aminoanthracene competitive binding, fluorescence. Potency, µM (top dose mostly 77.5 µM), for inactives: at the highest dose activity change, negative = displacement, most hits filed as inhibitors. hit rate 0.074% among 350,000; note: potency is the fitted concentration of half-maximal effect; % is set by controls: 0 for no effect and ±100 for the full control effect; nearly all actives have a fitted effect of over 20% in size
Target sequence (P02791 2-175 limits assumed): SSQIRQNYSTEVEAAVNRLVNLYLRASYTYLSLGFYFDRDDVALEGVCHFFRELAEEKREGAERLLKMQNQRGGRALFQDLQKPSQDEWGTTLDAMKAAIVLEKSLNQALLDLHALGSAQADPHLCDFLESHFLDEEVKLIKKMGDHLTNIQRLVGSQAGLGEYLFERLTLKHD
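In PBS, apoferritin at 10 uM is loaded with 1-AMA from a 50% saturated solution. After 10 min of compound exposure at ambient temperature, reduced 535 nm fluorescence indicates probe displacement.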
12-LOX inh: Primary qHTS assay for inhibitors of human arachidonate 12S-lipoxygenase (ALOX12): Round 2. Polyunsaturated fatty acid lipoxygenase ALOX12 (Homo sapiens), P18054. purified 12hLO, xylenol orange hydroperoxide absorbance. Potency, µM (top dose mostly 108 µM), for the others: at the top dose activity change, negative = inhibition, hits mostly inhibitors. hit rate 1.1% among 580,000. AID 1671190, 2021; note: potency is the fitted concentration of half-maximal effect; % is set by controls: 0 for no effect and ±100 for the full control effect
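Purified human 12hLO (150 nM final) in 25 mM Hepes, 0.01% Triton X-100, pH 7.0 was preincubated 15 min at room temperature with compound. Then 40 uM arachidonic acid was added, 30 min. Hydroperoxide was read by Fe-XO absorbance ratio 573/405 nm.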
LDHA inh: qHTS assay for inhibitors of human lactate dehydrogenase | activity change, % (values are at about 110 or 230 µM) | purified LDHA, NADH/diaphorase-resazurin fluorescence; hits give low values | hit rate 0.15% among 480,000; in the data active = activity change below about -30%; inconclusive = mostly about -25% to -30%;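 note: plate controls were DMSO wells for no effect and wells without enzyme for full effect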
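Resorufin fluorescence (ex540/em590), read at 0 and 20 min after diaphorase/resazurin addition, reports the NADH left after a 5 min room-temperature reaction of 2 nM human LDH5 with 0.06 mM NADH and 0.2 mM pyruvate.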
Pol kappa inh: qHTS for Inhibitors of Polymerase Kappa; Potency, µM (highest dose often 107 µM), inactives show top-dose activity, negative = inhibition, usual class: inhibitors; DNA polymerase kappa (Homo sapiens), Q9UBT6; purified Pol kappa, fluorescent DNA synthesis assay, 10 min; hit rate 0.53% among 400,000; note: potency is the fitted concentration of half-maximal effect; % is set by controls: 0 for no effect and ±100 for the full control effect
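Activity was followed as the change in fluorescence between reads at 0 and 10 min after starting the reaction with 50 nM substrate. Beforehand, 10 nM polymerase had been preincubated with compound for 15 min at room temperature.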
RGS4 inhibitor: Inhibitors of Regulator of G Protein Signaling (RGS) 4: qHTS | Transcreener GDP fluorescence polarization, RGS4-accelerated GTP hydrolysis | hit rate 0.039% among 390,000 | AID 504845, 2011 | Potency, µM (series often up to 114 µM), inactives show at the highest dose activity change, negative = inhibition, most hits filed as inhibitors; note: potency is the fitted concentration of half-maximal effect; % is set by controls: 0 for no effect and ±100 for the full control effect; nearly all actives have a fitted effect of over 75% in size; some results filed as inactive show a strong effect at the top dose
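MLSMR compounds (23 nl, pin-transferred) preincubated 10 min at room temperature with a 500nM (2x) first reagent, then RGS4 at 900nM (2x) plus Transcreener GDP mix added; fluorescence polarization (620/688 nm) read before and after 90 min at 30 °C.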
POLH inh: qHTS for Inhibitors of Polymerase Eta; recombinant Pol eta, fluorescent DNA replication assay; Potency, µM (highest dose often 114 µM), for the others: at the highest dose activity change, negative = inhibition, hits mostly inhibitors; hit rate 1.2% among 390,000; AID 588591, 2011; note: potency is the fitted concentration of half-maximal effect; % is set by controls: 0 for no effect and ±100 for the full control effect
Target sequence (Q9Y253 whole entry, looked up): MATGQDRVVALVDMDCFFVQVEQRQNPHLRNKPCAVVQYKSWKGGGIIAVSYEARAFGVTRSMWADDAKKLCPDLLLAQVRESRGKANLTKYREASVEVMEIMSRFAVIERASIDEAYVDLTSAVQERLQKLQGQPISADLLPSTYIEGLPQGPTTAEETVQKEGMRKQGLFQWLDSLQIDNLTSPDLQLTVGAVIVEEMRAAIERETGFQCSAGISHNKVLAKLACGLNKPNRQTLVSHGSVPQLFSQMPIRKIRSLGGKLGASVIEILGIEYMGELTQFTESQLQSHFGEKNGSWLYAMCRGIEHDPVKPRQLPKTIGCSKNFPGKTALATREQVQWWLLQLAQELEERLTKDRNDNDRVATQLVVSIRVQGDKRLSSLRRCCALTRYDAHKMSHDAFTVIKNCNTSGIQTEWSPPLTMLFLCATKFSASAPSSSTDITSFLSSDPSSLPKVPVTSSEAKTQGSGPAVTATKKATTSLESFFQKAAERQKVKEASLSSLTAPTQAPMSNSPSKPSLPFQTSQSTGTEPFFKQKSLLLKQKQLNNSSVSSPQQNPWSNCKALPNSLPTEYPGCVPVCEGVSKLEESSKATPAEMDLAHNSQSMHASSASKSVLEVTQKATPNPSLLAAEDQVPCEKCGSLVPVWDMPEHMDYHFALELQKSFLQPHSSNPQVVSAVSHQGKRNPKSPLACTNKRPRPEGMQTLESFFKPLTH
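Pol eta (10 nM) was preincubated with compounds for 15 min at room temperature, after which fluorescent replication substrate (50 nM final) was added to start the reaction. Fluorescence was read kinetically at 0 and 10 min.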
APEX1 inh: qHTS Assay for Inhibitors of the Human Apurinic/apyrimidinic Endonuclease 1 (APE1) | DNA repair nuclease/redox regulator APEX1 (Homo sapiens), P27695 | Potency, µM (titrated, usually from 65.8 µM), for the others: top-dose activity change, negative = inhibition, most hits filed as inhibitors | hit rate 0.35% among 350,000 | recombinant APE1, TAMRA/BHQ-2 abasic DNA cleavage fluorescence;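 note: potency is the fitted concentration of half-maximal effect; plate controls were vehicle for no effect and reference inhibitor for full effect; nearly all actives have a fitted effect of over 55% in size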
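Enzyme (0.75 nM final) and test compound are incubated 15 min at room temperature before adding 50 nM quenched THF abasic-site duplex. Cleavage dequenches TAMRA, followed at 525/598 nm over three reads one minute apart.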
Starred values were filed as active, the others as inactive; u = inconclusive; x = not tested or not shown; [ ] = remark or other dose. Unless noted, calls come from the whole dose curve; as a rule, active = well fitted curve in the direction sought with a large enough effect; inconclusive = small, poorly fitted or top-dose-only effect, or another doubt; inactive = no such curve, though single readings can be large; an effect the other way counts as inactive or inconclusive. These rows are one share of the data; count on the stated rates, not on these rows.

Start of the listing, in advance (2 entries):
ERG Ets-DNA blk	Pol beta inh	Apoferritin bind	12-LOX inh	LDHA inh	Pol kappa inh	RGS4 inhibitor	POLH inh	APEX1 inh	SMILES
x	6%	-17%	18%	-4	-4%	9%	3%	-2%	COc1cc(NC2=CC(=O)CC(C)(C)C2)cc(OC)c1
x	20%	-3%	-15%	-7	-16%	-3%	-15%	-5%	Cc1cccc(NC(=O)Cn2c(=O)n(Cc3ccccc3)c(=O)c3c(C)c(C)sc32)c1

The whole of this part (from the top)
ERG Ets-DNA blk	Pol beta inh	Apoferritin bind	12-LOX inh	LDHA inh	Pol kappa inh	RGS4 inhibitor	POLH inh	APEX1 inh	SMILES
x	6%	-17%	18%	-4	-4%	9%	3%	-2%	COc1cc(NC2=CC(=O)CC(C)(C)C2)cc(OC)c1
x	20%	-3%	-15%	-7	-16%	-3%	-15%	-5%	Cc1cccc(NC(=O)Cn2c(=O)n(Cc3ccccc3)c(=O)c3c(C)c(C)sc32)c1
1%	2%	-16%	-18%	-1	-18%	24%	-16%	-3%	CCN(CC)CCN1C(=O)c2oc3ccccc3c(=O)c2C1c1ccc(C)cc1 (centres undefined)
3%	16%	-11%	-13%	4	-5%	-1%	-6%	4%	CCOC(=O)c1c(/N=C/c2cc(C)ccc2O)sc2c1CCN(C)C2
-10%	-16%	5%	0%	-7	-23%	6%	-2%	0%	CCCCNC(=O)CSc1nc2ccc(Nc3nc(N4CCOCC4)nc(N4CCOCC4)n3)cc2s1
2%	2%	-9%	-19%	-1	2%	-2%	-6%	x	COc1ccc(Cn2c(=O)n(-c3ccccc3C)c(=O)c3c4c(sc32)CN(C(C)=O)CC4)cc1
5%	23%	-9%	u	-21	-10%	-4%	-7%	1%	CN(C)CCCOc1ccc(Cl)cc1Br
6%	25%	u	-9%	-2	-5%	15%	-7%	11%	Cn1cccc1C(=O)NCCc1ccc(Cl)cc1
-5%	-1%	0%	13%	1	1%	-1%	-14%	40%	COc1ccnc(CN(C)C(=O)C2CCC(=O)N(CCN(C)C)C2)c1 (centres undefined)
-1%	-3%	3%	-3%	-4	0%	19%	-16%	x	O=C(CN1CCN(Cc2ccccc2F)C1=O)NCc1ccccc1
-9%	34%	-2%	-8%	-2	1%	-18%	-20%	16%	CCC(CC)CN1C(Nc2ccccc2)=NC[C@@H]1C
2%	9%	3%	u	-2	-11%[60.1 µM]	-10%	-11%	x	O=C(Cn1c(=O)oc2cc(S(=O)(=O)NCc3ccccc3)ccc21)N(CCO)Cc1ccccc1
3%	2%	0%	5%	-2	-10%	-21%	-5%	-1%	Cc1c(Cl)cccc1NC(=O)COC(=O)CCc1nc2ccccc2n1-c1ccccc1
-3%	0%	-7%	-24%	4	-15%	-37%	-6%	8%	CC(=O)Nc1ccc(NC(=O)Cn2c(CC(=O)N3CCCC3)nc3ccccc32)cc1
6%	18%	-15%	0%	6	-2%	8%	-20%	-1%	CC(C)c1ccc(NC2(C#N)C(=O)Nc3ccccc32)cc1 (centres undefined)
-2%	-15%	1%	u	2	-5%[60.1 µM]	26%	-23%	x	CCN(CC)C(=O)c1sc2c(c1C)c(=O)n(-c1ccc(OC)cc1OC)c(=O)n2Cc1cc(C)ccc1C
9%	7%	32%[activator]	-15%	5	3%[60.1 µM]	0%	-9%	x	CN(C)c1ccc(C(CNS(=O)(=O)c2cc(F)ccc2F)N2CCOCC2)cc1 (centres undefined)
-2%	5%	9%	1%	-12	-1%	-10%[11.4 µM]	4%	4%	CC(=O)Nc1nc2ccccc2n1Cc1ccc(Cl)cc1
-12%	11%	-9%	0%	11	-17%	21%	-4%	4%	CC(=O)C1C(c2ccco2)c2c(noc2C)CC1(C)O (centres undefined)
-10%	19%	-10%	-7%	-10	-20%	-25%	-14%	-7%	CCO/C(C)=C1\C(=O)N(CC)c2ccccc21
3%	-5%	-9%	23%[57.4 µM]	1	5%	16%	-1%	-1%	COc1ccc(-c2nnc3ccc(SCC(=O)N4CCCCCC4)nn23)cc1OC
-13%	10%	-8%	u	-13	3%	12%	8%	-1%	CC(NCC1(N2CCOCC2)CCCCC1)C(=O)N1CCc2ccccc21 (centres undefined)
2%	14%	u	-31%	1	3%	-19%	-11%	x	CCn1c(SCC(=O)Nc2cccc(Cl)c2)nnc1-c1nonc1NC(C)=O
-4%	79µM*	u	-6%	3	6%	-23%	-5%	1%	COc1ccc(-c2[nH]c(-c3ccc(C)cc3)nc2SCC(=O)NCc2ccco2)cc1OC
-3%	4%	-9%	2%	-16	1%	13%	7%	8%	CC(C)c1ccc(NC(=O)NC2CC3CCC(C2)N3Cc2cccs2)cc1 (centres undefined)

The results go on:
ERG Ets-DNA blk	Pol beta inh	Apoferritin bind	12-LOX inh	LDHA inh	Pol kappa inh	RGS4 inhibitor	POLH inh	APEX1 inh	SMILES
-4%	34%	-14%	21%	-1	-2%	0%	2%	0%	Cc1ccc(-c2noc(C3CCCCC3)n2)cc1
-4%	x	x	u	-3	0%	-10%	-14%	41%	CC(Sc1nnc(-c2cccs2)n1N)C(=O)NCC1CCCO1 (centres undefined)
9%	10%	5%	u	2	-10%	12%	-6%	0%	COc1ccc(C2=NOC(COc3ccc([N+](=O)[O-])cc3)C2)cc1 (centres undefined)
20%	-23%	-5%	-14%	0	2%	16%	-7%	-5%	CCCCc1ccc(-c2csc(/C(C#N)=C/c3ccco3)n2)cc1
8%	55%	-14%	0%	0	-13%	23%	-8%	4%	CCC(C)(C)NC(=O)CN(CC1CCCO1)C(=O)CCC(=O)Nc1nccs1 (centres undefined)
-2%	42%	-12%	0%	2	-3%	-17%	-5%	-2%	CC(=O)N1C(c2ccccc2)CC(=O)OC1c1ccc2c(c1)OCO2 (centres undefined)
11%	8%	u	0%	-2	-6%	-8%	-1%	2%	Cc1cccc(NC(=O)CC2SC(=NC3CCCCC3)NC2=O)c1 (centres undefined)
-2%	15%	-14%	-17%	35	-3%	u	-15%	24%	O=S(=O)(/N=C/c1c(O)ccc2ccccc12)c1ccccc1
-4%	9%	-23%	-9%	-3	-22%	0%	-6%	3%	Cc1ccc(N(C(=O)Nc2ccccc2)C2=NCC(C)S2)cc1 (centres undefined)
1%	-14%	-13%	15%[57.4 µM]	-5	-7%	22%	7%	3%	CC(=O)NCCC(=O)NCc1ccc(F)cc1
-3%	1%	-19%	-9%	-2	4%	-6%	-7%	-4%	Cc1cc(CNC(=O)c2ccc(C)c([N+](=O)[O-])c2)c2ccccc2n1
-7%	9%	-14%	6%	-2	-8%	-4%[11.4 µM]	-6%	-8%	CC(CC(=O)NCc1ccc(Cl)cc1)S(=O)(=O)c1ccc2c(c1)NC(=O)CO2 (centres undefined)
2%	7.1µM*	-12%	u	-9	u	4%	3%	u	CC(Cc1c[nH]c2ccccc12)C(=O)O (centres undefined)
20%	-16%	-6%	x	13	1%	-4%[56.9 µM]	-18%	25%	COc1ccc(N2CCN(CC(=O)c3ccccc3)CC2)cc1
-8%	-1%	-7%	1%	-1	1%	12%	-9%	35%	CCCCNC(=O)N1CCCC(N(C)CCc2ccc(OC)c(OC)c2)C1 (centres undefined)
1%	6%	-2%	2%	-1	8%	-6%	-19%	0%	COc1ccccc1NC(=O)c1ccccc1NS(=O)(=O)c1cccs1
-3%	x	x	u	-4	-28%	-38%	-18%	x	Cc1onc(-c2c(F)cccc2Cl)c1C(=O)Nc1cc(S(=O)(=O)N2CCCCC2)ccc1O
0%	u	-9%	-24%	-5	2%[60.1 µM]	-23%	-13%	x	O=C(Cn1c(SCC(=O)Nc2ccc(F)cc2)nc2ccccc21)NCc1ccc(Cl)cc1
11%	6%	u	u	-5	7%	8%	x	x	CCCSc1ncc(Cl)c(C(=O)Nc2ccc(S(=O)(=O)N3CCCC(C)C3)cc2)n1 (centres undefined)
3%	0%	-6%	15%	-7	2%	-7%	-12%	0%	Cc1nn2cc(-c3cccc(Cl)c3)cnc2c1Cl
-11%	30%	0%	12%	-3	2%	-8%	-9%	9%	CCOc1ccccc1CN1CCN(Cc2cc(=O)c3ccccc3[nH]2)CC1CCO (centres undefined)
-8%	5%	-15%	0%	-4	-14%	0%	-7%	5%	CC(=O)NC(C)C(=O)OCC(=O)Nc1ccc(Br)cc1 (centres undefined)
-3%	1%	-18%	1%	-3	-19%	-14%	-20%	1%	CCOC(=O)C1(Cc2ccccc2)CCN(Cc2cccn2-c2cccnc2)CC1
0%	0%	-16%	13%	-8	-8%	12%[56.9 µM]	-2%	31%	CC(C)[C@H](NC(=O)C1CCN(S(=O)(=O)c2ccccc2)CC1)C(=O)NCc1ccc(F)cc1

Source: PubChem BioAssay
